Screening results: PubChem, National Center for Advancing Translational Sciences (NCATS)
ATXN viability: viability counter-screen for ATXN expression inhibitors. S2 cells (HEK-293 line with an ATXN2-luciferase reporter) viability, CellTiter-Fluor protease fluorescence, 24 h. Potency, µM (titrated, usually from 56.7 µM), most hits filed as cytotoxic. 400,000 tested, 0.49% active; also: potency is read from the fitted curve at half-maximal effect; nearly all actives have a fitted effect of over 40% in size
TGFb inhibitor: blocks TGF-b signaling. HepG2 CAGA-GFP TGF-b/SMAD3 reporter, GFP fluorescence, 18 h; TGF-beta stimulated, 500 pg/mL final. Potency, µM (series often up to 46.1 µM), inactives show at the top dose activity, negative = inhibition, most hits filed as inhibitors. 410,000 tested, 1.2% active; also: potency is read from the fitted curve at half-maximal effect; % is scaled to controls: 0 for no effect and ±100 for the full control effect; nearly all actives have a fitted effect of over 65% in size
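GFP signal (ex488/em500-530) from TGF-beta-stimulated HEPG2 CAGA-GFP cells, 500 pg/mL final, 18 h at 37 degrees C in DMEM plus 1% FBS, normalized to unstimulated and DMSO-stimulated controls.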
Nrf2 activator: Nrf2 pathway activation | 410,000 tested, 0.31% active | AID 624171 | Potency, µM (titrated, usually from 46.1 µM), for inactives: at the highest dose activation, usual class: activators | AREc32 ARE-luciferase reporter (MCF7-derived line), luminescence, 24 h; also: potency is read from the fitted curve at half-maximal effect; % of control where 0% means no effect; nearly all actives have a fitted effect of over 65% in size
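ARE activation measured as luciferase luminescence (Steady-Glo, 30 min RT) in AREc32_Fluc cells after 24 hr compound exposure at 37 deg C, 5% CO2; cells seeded overnight at 1000/well in OPTI-MEM, 5% FBS.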
A549 viability: kills or reduces viability of A549 cells in Nrf2 counter-screen; A549 ARE-Fluc cells, CellTiter-Fluor viability, 18-24 h; Potency, µM (top dose mostly 46 µM), without a hit: top-dose activity change, negative = cytotoxicity, hits mostly inhibitors; 390,000 tested, 0.16% active; also: potency is read from the fitted curve at half-maximal effect; % is scaled to controls: 0 for no effect and ±100 for the full control effect
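A549 ARE_Fluc cells in 5% FBS OPTI-MEM were exposed to compounds in concentration-response for 18-24 h at 37 deg C. Viability was read by CellTiter-Fluor fluorescence (Ex 405/Em 525) after 30 min, before the luciferase read.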
ATXN2 expr inh: reduces ATXN2 reporter expression in HEK-293 cells | Potency, µM (titrated, usually from 57 µM), for the others: at the highest dose activity change, negative = inhibition, hits mostly inhibitors | HEK-293 ATXN2-luciferase reporter, luminescence, 24 h | 360,000 tested, 0.72% active | AID 1745845; also: potency is read from the fitted curve at half-maximal effect; % is scaled to controls: 0 for no effect and ±100 for the full control effect; nearly all actives have a fitted effect of over 55% in size
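ATXN2-luciferase reporter cells (luciferase flanked by upstream and downstream ATXN2 gene portions) were treated 24 h at 37 °C with compounds at up to 57 uM. SteadyGlo luminescence gave expression; GF-AFC fluorescence gave viability.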
IL2 activator: activators of IL-2; 360,000 tested, 0.065% active; IL-2 activation reporter assay, cell-based qHTS; stimulated with anti-CD3/CD4/CD28 beads; in transgenic mouse T cells; activation, % (series mostly up to about 46 µM); in the data active = activation above about 50%; inconclusive = mostly about 30% to 49%; also: 0% is about no effect
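Unstimulated transgenic mouse T cells preincubated 60 min with compound, then stimulated with anti-CD3/anti-CD4-coated beads plus anti-CD28 for 18 h at 37 degrees C. IL-2 response read as EGFP and DsRed fluorescence by plate cytometry.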
Nrf2 block: blocks Nrf2 signaling; A549 ARE-Fluc reporter, luciferase luminescence, 18-24 h; Potency, µM (highest dose often 46 µM), without a hit: at the top dose activity change, negative = inhibition, actives largely listed as inhibitors; 360,000 tested, 2.1% active; AID 504444; also: potency is read from the fitted curve at half-maximal effect; % is scaled to controls: 0 for no effect and ±100 for the full control effect; nearly all actives have a fitted effect of over 60% in size
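Quantitative HTS in A549 cells stably bearing an antioxidant response element-firefly luciferase construct. Inhibition of Nrf2-driven transcription was scored by luminescence after 18-24 h of compound exposure at 37 °C.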
HepG2 tox: HepG2 cytotoxicity, counter-screen for TGF-b inhibitors; AID 588856; 410,000 tested, 0.76% active; Potency, µM (titrated, usually from 46.1 µM), inactives show top-dose activity change, negative = cytotoxicity, most hits filed as cytotoxic; HepG2 CAGA-GFP viability, ATP luminescence, 18 h; also: potency is read from the fitted curve at half-maximal effect; some results filed as inactive show a strong effect at the top dose
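HepG2 CAGA-GFP cells (1000/well, DMEM with 1% FBS) received compound, then TGF-beta at 500 pg/mL final, and were incubated 18 hours at 37 degrees C. Viability was read by CellTiter-Glo luminescence. Media-only wells were set as complete cell-killing and DMSO as no toxicity.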
EPAC2 ag: EPAC2 (human) agonism | Q8WZA2 | EPAC2 activation, biochemical qHTS; response scale: 100% = 6.5 mM cAMP response | Potency, µM (titrated, usually from 154 µM), for inactives: at the highest dose activation, actives largely listed as activators | 360,000 tested, 0.079% active | AID 720711; also: potency is read from the fitted curve at half-maximal effect; nearly all actives have a fitted effect of over 50% in size
Target sequence (Q8WZA2 whole entry, looked up): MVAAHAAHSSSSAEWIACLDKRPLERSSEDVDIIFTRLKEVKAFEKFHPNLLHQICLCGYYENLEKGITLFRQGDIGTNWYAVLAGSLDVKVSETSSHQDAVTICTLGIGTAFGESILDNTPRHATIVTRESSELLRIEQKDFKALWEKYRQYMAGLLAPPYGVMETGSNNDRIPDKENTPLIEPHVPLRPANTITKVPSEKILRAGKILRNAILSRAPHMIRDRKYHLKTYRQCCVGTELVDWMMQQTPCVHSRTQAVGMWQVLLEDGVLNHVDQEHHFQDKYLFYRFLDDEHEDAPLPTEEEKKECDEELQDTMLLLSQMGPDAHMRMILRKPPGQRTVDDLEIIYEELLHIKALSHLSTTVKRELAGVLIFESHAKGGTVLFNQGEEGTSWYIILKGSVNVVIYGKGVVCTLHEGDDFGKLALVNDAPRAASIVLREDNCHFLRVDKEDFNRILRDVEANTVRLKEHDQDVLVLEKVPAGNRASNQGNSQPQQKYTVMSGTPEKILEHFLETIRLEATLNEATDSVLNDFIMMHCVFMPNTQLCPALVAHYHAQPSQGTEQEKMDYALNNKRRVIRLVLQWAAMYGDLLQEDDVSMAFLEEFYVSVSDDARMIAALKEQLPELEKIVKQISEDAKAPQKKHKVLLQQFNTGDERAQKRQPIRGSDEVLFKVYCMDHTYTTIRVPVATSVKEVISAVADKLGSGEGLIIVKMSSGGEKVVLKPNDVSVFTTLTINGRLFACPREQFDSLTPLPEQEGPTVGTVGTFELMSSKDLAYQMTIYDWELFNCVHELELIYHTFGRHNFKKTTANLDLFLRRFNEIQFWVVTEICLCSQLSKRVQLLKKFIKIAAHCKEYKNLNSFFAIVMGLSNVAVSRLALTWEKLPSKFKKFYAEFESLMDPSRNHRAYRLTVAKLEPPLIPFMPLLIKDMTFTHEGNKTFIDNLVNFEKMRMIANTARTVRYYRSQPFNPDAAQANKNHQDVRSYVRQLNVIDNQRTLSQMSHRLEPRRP
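In this primary screen, activation is scored as increased exchange of BODIPY-GDP from Rap1B by 100 nM EPAC2, with 50 uM GDP as competitor. Signal is normalized to the 6.5 mM cAMP agonist control.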
Active calls of the source: *; i = inactive; ? = inconclusive; / = no result given; & = joins results of further samples; [ ] = remark or other dose. Unless noted, calls follow the shape of the dose curve; as a rule, active = well fitted curve in the direction sought with a large enough effect; inconclusive = small, poorly fitted or top-dose-only effect, or another doubt; inactive = no such curve, though single readings can be large; an effect the other way counts as inactive or inconclusive.

SMILES	ATXN viability	TGFb inhibitor	Nrf2 activator	A549 viability	ATXN2 expr inh	IL2 activator	Nrf2 block	HepG2 tox	EPAC2 ag
Cc1cc(C)cc(N(CC(=O)NCc2ccco2)S(=O)(=O)c2c(C)noc2C)c1	i	-6%	3.9%	-1%	3%	-2.9	4%	-5%	1%
CCN(CC)C(=O)N1CCC(NC(=O)c2ccccc2)CC1	?	0%	-0.2%	-5%	6%	-1.4	1%	4%	-8%
CN(C(=O)COC(=O)c1nc(Cl)ccc1Cl)C1CCS(=O)(=O)C1 (centres undefined)	i	25%	-0.4%	0%	2%	-0.9	-7%	-3%	-2%
CC12CC(c3ccccc3O1)C(/C(N)=N/NC(=O)c1ccc(F)cc1)C(=O)N2 (centres undefined)	i	-9%	1.4%	-2%	-20%[11.3 µM]	0.2	-2%	-13%	-1%
O=C(COc1ccc2ccccc2c1)N/N=C/C1CC=CCC1 (centres undefined)	i	11%	2.3%	-4%	11%	0.9	12%	-3%	-1%
Cc1ccc(CN2CCN(Cc3ccc(-n4cccn4)cc3)CC2CCO)cc1 (centres undefined)	i	-12%	0.0%	-8%	-27%	-0.2	-16%	-19%	3%
COc1cc(C2c3cc4c(cc3OC(NCc3ccccc3)C2C)OCO4)cc(OC)c1OC (centres undefined)	?	2.8µM*	-0.1%	-3%	-19%	0.3	3%	-105%	18%
COc1ccc(Br)cc1C(=O)Nc1cccc(C)c1C	i	-10%	7.4%	5%	2%	0.1	12%	-34%	-7%
CCOC(=O)C(=CNc1ccc(O)c(C(=O)OC)c1)C(=O)OCC	i	0%	?	-4%	-12%	-0.2	6%	-7%	6%
CC(=O)Nc1ccc2c(c1)ncn2C1CCCCC1	i	1%	0.0%	2%	18%	1.8	?	-7%	-2%
CC1CCN(S(=O)(=O)c2ccc3c(c2)N(CC(=O)NCCCN(Cc2ccccc2)C(C)C)C(=O)CO3)CC1	i	-14%	-1.0%	-10%	-17%	-1.0	-13%	-25%	15%
CN(C)c1ccc(C=c2c3ccccc3n3c2c2ccccc2[n+]3C)cc1	?	2.5µM*	7.6%	?	6.3µM*	-0.6	8.2µM*	-43%	?
COc1ccc(S(=O)(=O)N2CCOCC2)cc1NC(=O)c1ccc(Cl)cc1	i	-1%	-0.1%	1%	-10%	-5.0	5%	-16%	1%
O=C(COC(=O)/C=C/c1ccccc1)NC1CCS(=O)(=O)C1 (centres undefined)	i	-6%	24%	-1%	/	0.1	14%	-20%	-1%
CCn1c(SCC(=O)c2cc(OC)ccc2OC)nnc1-c1ccncc1	i	-22%	-0.2%	2%	3%	-0.3	5%	5%	4%
COc1cccc2sc(N(CCN(C)C)C(=O)c3ccc(S(=O)(=O)N4CCCC4)cc3)nc12	i	-15%	0.3%	3%	-14%	1.3	-11%	1%	14%
CC(=O)c1cccc(N(CC(=O)NCC2CCCO2)C(=O)CCC(=O)Nc2cc(C)on2)c1 (centres undefined)	i	3%	-0.7%	4%	-2%	-1.4	10%	-35%	10%
CCOc1ccc(OCCNC(=O)c2ccc3c(c2)nnn3CC)cc1	i	-5%	0.8%	11%	11%	0.3	-22%	-12%	4%
CCC(C)NC(=O)CC(NS(=O)(=O)c1ccc(NC(C)=O)cc1)C(C)C (centres undefined)	i	-10%	-0.1%	-9%	-15%	0.3	-3%	3%	12%
Cc1ccc(NC(=O)c2ccc3c(=O)n4c(nc3c2)CCCCC4)cc1F	?	1%	7.7%	?	-28%	0.5	18µM*	-12%	1%
CC(C)(C)C(=O)CN1C(=O)NC(c2ccccc2)(c2ccccc2)C1=O	i	-3%	0.5%	1%	-14%	0.6	20%	-8%	-2%
COc1ccc(/C=N/NS(=O)(=O)c2ccc(C)cc2)cc1OC(=O)c1ccccc1	i	-24%	0.3%	12%	2%	-3.2	/	-4%	19%
CCOC(=O)c1[nH]c2ccccc2c1NC(=O)c1ccccc1F	i	-11%	-0.2%	12%	-16%	/	-1%[9.27 µM]	-16%	/
Cc1oc(-c2ccccc2)nc1Cn1cccc1C1=NC(c2ccccc2)CO1 (centres undefined)	i	?	-0.4%	-9%	-29%	-2.5	21µM*	-31%	-1%
Cn1cc(C2OC(=O)c3ccccc32)c2ccccc21 (centres undefined)	i	-13%	?	1%	4%	-0.1	1%	15%	7%
COc1ccc2[nH]c3c(NCCN(C(C)C)C(C)C)ncnc3c2c1	i	48%[activator]	4.1%	13%	-25%	0.2	-4%	-20%	3%
COc1ccc(N2CCN(S(=O)(=O)/C=C/c3ccccc3)CC2)cc1	i	0%	0.2%	-9%	-25%	-2.4	?	-15%	6%
O=C(Nc1cccc(C(F)(F)F)c1)NC1CCCCC1	i	-6%	3.8%	-8%	13%	-0.6	?	-25%	-5%[15.6 µM]
Cc1cc(C)cc(OCC(=O)OCC(=O)N(C)CC(=O)Nc2ccc(F)cc2)c1	?	11%	-0.7%	1%	-1%	0.5	-1%	9%	-1%
COc1ccc(CCNc2ccc(C(CC(N)=O)NC(=O)c3ccc(Br)cc3)cc2[N+](=O)[O-])cc1 (centres undefined)	/	?	1.6%	-20%	?	0.6	?	-81%	14%
COc1cc(-c2nc(N)n[nH]2)cc(OC)c1OC	i	0%	2.2%	-1%	8%	-2.4	19%	5%	-9%
CCOc1ccc(-c2cccc(NC(=O)c3ccc(Br)o3)c2)nn1	i	-6%	2.2%	0%	-4%	-6.7	-8%	-23%	12%
O=C(CSc1ccccc1)Nc1ccc2c(c1)OCO2	i	0%	-0.4%	-10%	52%[activator]	0.0	28%	-6%	9%
O=C(CCN1CCOCC1)N/N=C/c1cc([N+](=O)[O-])ccc1OC(F)F	i	8%	14%	-1%	2%	0.4	3%	5%	6%
COc1ccc([N+](=O)[O-])cc1NC(=O)c1ccc(N(Cc2ccccc2Cl)S(C)(=O)=O)cc1	i	-16%	-0.7%[9.22 µM]	-2%	-13%	-0.2	-18%	0%	-1%
O=C(CN1C(=O)C2C3C=CC(C4CC34)C2C1=O)NCc1ccco1 (centres undefined)	i	-13%	0.2%	4%	20%[11.3 µM]	0.6	28%	-12%	5%
CCN(CC)CCN1C(=O)c2ccccc2NC1c1ccc(OC)c(COc2ccc(NC(C)=O)cc2)c1 (centres undefined)	/	-7%	/	-1%	/	/	2%	-37%	/
CC(C)CCn1nnnc1CN1CCN(C(=O)c2ccco2)CC1	i	0%	0.0%	1%	16%	-4.2	5%	-19%	20%
Cc1nn(Cc2ccccc2)c(C)c1NS(=O)(=O)c1ccccc1	?	6%	0.1%	12%	-1%	1.5	-12%	-6%	15%
O=C(COc1ccc(Br)cc1Br)NN1C(=O)c2ccccc2C1=O	i	3%	-0.7%	5%	-19%	-0.2	?	24%	9%

Sorted by value in Nrf2 block (descending): some entries from above.
structure | IL2 activator | Nrf2 block
CC(C)(C)C(=O)CN1C(=O)NC(c2ccccc2)(c2ccccc2)C1=O | 0.6 | 20%
COc1cc(-c2nc(N)n[nH]2)cc(OC)c1OC | -2.4 | 19%
Cc1nn(Cc2ccccc2)c(C)c1NS(=O)(=O)c1ccccc1 | 1.5 | -12%

Entries of single compounds, looked up by structure. Order of screens: ATXN viability | TGFb inhibitor | Nrf2 activator | A549 viability | ATXN2 expr inh | IL2 activator | Nrf2 block | HepG2 tox | EPAC2 ag
CCOC(=O)c1[nH]c2ccccc2c1NC(=O)c1ccccc1F across the screens: i | -11% | -0.2% | 12% | -16% | / | -1%[9.27 µM] | -16% | /
CC(C)CCn1nnnc1CN1CCN(C(=O)c2ccco2)CC1 across the screens: i | 0% | 0.0% | 1% | 16% | -4.2 | 5% | -19% | 20%
O=C(Nc1cccc(C(F)(F)F)c1)NC1CCCCC1 across the screens: i | -6% | 3.8% | -8% | 13% | -0.6 | ? | -25% | -5%[15.6 µM]

Next part:
SMILES	ATXN viability	TGFb inhibitor	Nrf2 activator	A549 viability	ATXN2 expr inh	IL2 activator	Nrf2 block	HepG2 tox	EPAC2 ag
CCC(=O)Nc1cccc(C(=O)Nc2nccs2)c1	i	-1%	-0.3%	-1%	-2%	0.1	8%	8%	15%
CCCN(CCC)CCCNC(=O)Cn1cnc2sc(C)c(S(=O)(=O)N3CCCCC3)c2c1=O	i	10%&10%	-0.2%&-0.5%	0%&-24%	0%&11%	0.0	24%	2%&0%	13%
O=[N+]([O-])C(=C1Nc2ccccc2N1)/C(Cl)=C(/Cl)Br	i	1%	11%	?	/	1.1	2%	-6%	19%
CC(C)(C)c1ccc(/C=N/Nc2cccc(C(=O)O)c2)cc1	i	1%	0.5%	-1%	-30%	0.1	?	-20%	6%
CCc1ccc(-c2nn(CC(=O)Nc3ccccc3C)c3c2cnc2ccc(C)cc23)cc1	i	2%	-0.7%	-4%	14%	/	-13%	-1%	/
Nc1ncc(Br)cc1S(=O)(=O)NCCc1ccccc1	i	-5%	0.3%	-3%	-3%	0.0	-76%	-14%	-4%
CCC1([N+](=O)[O-])COC(c2ccc(OC)cc2)OC1 (centres undefined)	i	3%	-0.1%	6%	1%	0.0	?	6%	3%
COc1ccc(C)cc1NC(=O)c1ccc([N+](=O)[O-])cc1[N+](=O)[O-]	i	-26%	0.0%	-1%	-26%	0.2	-14%	-29%	11%
CC1(C)CC(=O)C(C(c2cc([N+](=O)[O-])ccc2Cl)C2C(=O)CC(C)(C)CC2=O)C(=O)C1	?	-12%	2.9%	-19%	12%	0.1	-12%	7%	0%
CNC(=S)N1CCC(c2nc3ccccc3s2)CC1	i	3%	3.4%	7%	-23%	0.4	-11%	-25%	5%
CN1CCN(c2nc3c(c(=O)n(C)c(=O)n3C)n2CCSc2nnnn2-c2ccccc2)CC1	i	-1%	-1.0%	1%	-9%	0.0	28%	-1%	10%
CCOc1ccc2nc(N(CCCN(C)C)C(=O)c3ccc(S(=O)(=O)N4CCc5ccccc5C4)cc3)sc2c1	i	-21%	-1.6%	4%	-36%	-4.0	-6%	-40%	10%
